Assay outcomes deposited in PubChem by National Center for Advancing Translational Sciences (NCATS).
EPAC1 antagonist = antagonists of human EPAC1 | O95398 | 360,000 tested, 0.14% active | Potency, µM (highest dose often 115 µM), for inactives: at the highest dose activity change, negative = inhibition, hits mostly inhibitors | EPAC1 GEF assay, Rap1b-BODIPY-GDP exchange fluorescence;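 note: potency is the fitted concentration of half-maximal effect; plate controls were vehicle for no effect and positive control for full effect; nearly all actives have a fitted effect of over 50% in size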
PLK1 PBD block = blocks phosphopeptide binding to human PLK1 polo-box domain | P53350 | Plk1 PBD binding of FITC phosphopeptide, fluorescence polarization | Potency, µM, for the others: max response, negative = inhibition, usual class: inhibitors | 360,000 tested, 2.8% active; note: potency is the fitted concentration of half-maximal effect; series mostly up to about 57 µM; % is set by controls: 0 for no effect and ±100 for the full control effect; nearly all actives have a fitted effect of over 65% in size
EPAC2 antag = EPAC2 (human) antagonism | Q8WZA2 | EPAC2 GEF exchange of Rap1B-BODIPY-GDP, fluorescence | Potency, µM (series often up to 114 µM), for the others: at the top dose activity, negative = inhibition, hits mostly inhibitors | 360,000 tested, 0.18% active; note: potency is the fitted concentration of half-maximal effect; % is set by controls: 0 for no effect and ±100 for the full control effect; nearly all actives have a fitted effect of over 45% in size; many of its hits are not listed in these tables
WRN helicase inh = blocks human WRN helicase | Q14191 | WRN helicase unwinding, fluorescent forked duplex, kinetic | Potency, µM (top dose mostly 114 µM), inactives show at the highest dose activity change, negative = inhibition, usual class: inhibitors | 360,000 tested, 0.46% active; note: potency is the fitted concentration of half-maximal effect; % is set by controls: 0 for no effect and ±100 for the full control effect; nearly all actives have a fitted effect of over 55% in size
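Screening of the MLSMR collection measured strand separation of a quenched forked DNA duplex (100 nM) by 20 nM WRN with 2 mM ATP, all final. Compounds were preincubated with enzyme 15 min at room temperature.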
Mm-Cpn inhibitor = inhibitors of Methanococcus maripaludis chaperonin (MmCpn). Potency, µM (titrated, usually from 76.9 µM), without a hit: top-dose activity, negative = inhibition, usual class: inhibitors. purified Mm-Cpn ATPase, ADP Transcreener TR-FRET. 330,000 tested, 0.031% active; note: potency is the fitted concentration of half-maximal effect; % is set by controls: 0 for no effect and ±100 for the full control effect; nearly all actives have a fitted effect of over 80% in size
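Measured: ADP formation by purified Mm-CPN. Conditions: 25 nM protein, 10 uM ATP, Tris pH 7.4 with Mg2+, K+ and DTT, 37°C for 30 min. Detection: Transcreener HTRF after 30 min at room temperature.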
PI5P4Ka inh = blocks human PI5P4K alpha kinase activity | max response, % | PI5P4Kalpha enzyme, ADP-Glo luminescence, 60 min; stronger effect = lower value | P48426 | 330,000 tested, 1.2% active; active = max response of -50% or lower; inconclusive = between -30% and -50%; inactive = -30% or higher; note: value at the top dose of about 77 µM; % is set by controls: 0 for no effect and ±100 for the full control effect
Target sequence (P48426 whole entry, looked up): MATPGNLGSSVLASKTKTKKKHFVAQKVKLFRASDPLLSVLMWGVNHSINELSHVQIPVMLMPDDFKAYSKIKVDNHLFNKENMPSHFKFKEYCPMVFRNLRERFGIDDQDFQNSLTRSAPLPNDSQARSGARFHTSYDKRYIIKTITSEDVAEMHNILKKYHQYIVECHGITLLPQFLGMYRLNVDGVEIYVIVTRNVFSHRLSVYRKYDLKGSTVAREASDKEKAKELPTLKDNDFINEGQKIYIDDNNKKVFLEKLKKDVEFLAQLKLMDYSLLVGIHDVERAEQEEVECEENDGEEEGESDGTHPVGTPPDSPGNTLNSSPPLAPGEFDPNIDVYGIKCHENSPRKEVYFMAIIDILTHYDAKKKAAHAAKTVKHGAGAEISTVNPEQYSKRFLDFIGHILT
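Controls without substrate or without enzyme flank wells where PI5P4Kalpha converts substrate using 5 microM ATP (final). Incubation lasts 60 minutes at room temperature; ADP formed is read by ADP-Glo luminescence.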
CCT modulator = modulators of cytosolic chaperonin (CCT/TRiC) activity; activity change, % (no concentration beside the values), hits read low; 360,000 tested, 0.3% active; AID 651819; purified chaperonin ATPase assay, HTRF ADP detection, 30 min; in the data active = activity change below about -30%; note: % is set by controls: 0 for no effect and ±100 for the full control effect
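ATPase activity: ADP formed was measured by HTRF Transcreener (665/615 nm ratio) after 30 min at 37 deg C with 10 uM ATP. Compounds screened at one 76 uM concentration against 40 or 20 nM TRiC in Tris pH 7.4/KCl/MgCl2/DTT buffer.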
EPAC1 agonist = agonists of human EPAC1; O95398; EPAC1 agonist qHTS, biochemical assay; response scale: 100% = response to 6.5 mM cAMP; Potency, µM (top dose mostly 154 µM), for the others: at the top dose activation, usual class: activators; 360,000 tested, 0.073% active; AID 720707; note: potency is the fitted concentration of half-maximal effect; nearly all actives have a fitted effect of over 60% in size
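Fluorescent GDP-exchange assay: 100 nM EPAC1 with 250 nM Rap1B preloaded with BODIPY-GDP and 50 uM GDP; compounds tested as concentration series, 5 min at room temperature, then read every 5 min for 30 min (ex 480/em 540 nm); normalized to 6.5 mM cAMP.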
An asterisk follows results filed as active; ? = inconclusive; . = not tested or not shown; [ ] = dose if it differs, or a comment. Unless noted, calls come from the whole dose curve; as a rule, active = well fitted curve in the direction sought with a large enough effect; inconclusive = small, poorly fitted or top-dose-only effect, or another doubt; inactive = no such curve, though single readings can be large; an effect the other way counts as inactive or inconclusive. An excerpt; rates above refer to the full screens.

Structure | EPAC1 antagonist | PLK1 PBD block | EPAC2 antag | WRN helicase inh | Mm-Cpn inhibitor | PI5P4Ka inh | CCT modulator | EPAC1 agonist
CCN(CC)S(=O)(=O)c1ccc(N2CCOCC2)c(NS(=O)(=O)c2ccc(OC)cc2)c1 | -3.9% | ? | -0.1% | 4.7% | 0.4% | -2.2 | -1.0 | -12.7%
COC(=O)CSc1nnc(-c2cnccn2)n1C | 20.4% | -1.1% | 0.8% | -4.0% | -0.3% | . | -2.1 | 11.5%
O=C(O)c1cccc(S(=O)(=O)Nc2cccc(S(=O)(=O)N3CCCCCC3)c2)c1 | -0.5% | -21.6% | -12.2% | 0.5%[11.6 µM] | 0.7% | -1.6 | 0.8 | -3.1%
C=CCn1cccc(C(=O)Nc2ccc(Cl)cc2)c1=O | -0.3% | -1.3% | -3.7% | -3.5% | 0.2% | 7.9 | -1.9 | 2.3%
COC(=O)c1ccccc1NC(=O)Nc1ccc(Cl)cn1 | -7.4% | -12.1% | 34.0%[activator] | 8.4% | -2.5% | 2.9 | 4.4 | -5.7%
C#CCOCC1CNC(=S)O1 (stereo not given) | 1.4% | -4.4% | 7.8% | 4.1% | . | -4.7 | -0.6 | -3.5%
Nc1cc(=O)nc2cn[nH]n12 | 7.8% | -4.0% | 0.0% | -1.8% | . | -7.9 | 0.4 | 0.9%
CCCCN(CC)C(=O)Cn1nc(Cc2ccncc2)c2ccccc2c1=O | -5.2% | 3.4% | 4.5% | 0.9% | 1.2% | 0.6 | -2.4 | -2.6%
CCCNC(=O)CS(=O)Cc1nc(-c2cccc(OC)c2)oc1C (stereo not given) | -7.1% | -27.3% | -0.7% | -0.6% | -1.1% | 1.7 | -1.1 | -1.8%
CCOc1ccc(S(=O)(=O)Nc2cccc(C(=O)NCC(C)(C)N3CCOCC3)c2)cc1 | 15.6% | -12.1% | 9.1% | -6.0% | 0.8% | -2.1 | -23.0 | 0.5%
COc1ccccc1NC(=S)NCCc1ccc(OC)c(OC)c1 | 3.3% | -1.6% | 1.0% | 11.6% | 1.8% | 2.1 | -1.5 | -3.8%
CCN(c1ccccc1)S(=O)(=O)c1ccc(C(=O)N2CCCC(C(F)(F)F)C2)cc1 (stereo not given) | 1.2% | -7.6% | -13.5% | 4.3% | -0.9% | 5.2 | -3.0 | 0.1%
Cc1cc(=O)n2nc(N3CCC(C(=O)NCc4cccc(Cl)c4)CC3)sc2n1 | -13.5% | -7.2% | -3.3% | -4.4% | -3.4% | -3.9 | -0.1 | -9.3%
COc1cccc(OCCCn2ccnc2)c1 | 14.4% | -4.3% | 0.1% | -3.0% | -4.8% | 0.0 | -0.4 | 16.1%
N#CCCn1cc(/C=N/O)c(-c2ccc(Cl)cc2)n1 | 1.4% | -23.6% | -3.5% | -2.9% | 1.7% | . | -2.6 | 9.8%

A draw from above in order of length of the SMILES, low to high:
Structure | EPAC1 antagonist | PLK1 PBD block | EPAC2 antag | WRN helicase inh | Mm-Cpn inhibitor | PI5P4Ka inh | CCT modulator | EPAC1 agonist
C#CCOCC1CNC(=S)O1 (stereo not given) | 1.4% | -4.4% | 7.8% | 4.1% | . | -4.7 | -0.6 | -3.5%
Nc1cc(=O)nc2cn[nH]n12 | 7.8% | -4.0% | 0.0% | -1.8% | . | -7.9 | 0.4 | 0.9%
COc1cccc(OCCCn2ccnc2)c1 | 14.4% | -4.3% | 0.1% | -3.0% | -4.8% | 0.0 | -0.4 | 16.1%
COC(=O)CSc1nnc(-c2cnccn2)n1C | 20.4% | -1.1% | 0.8% | -4.0% | -0.3% | . | -2.1 | 11.5%
C=CCn1cccc(C(=O)Nc2ccc(Cl)cc2)c1=O | -0.3% | -1.3% | -3.7% | -3.5% | 0.2% | 7.9 | -1.9 | 2.3%
N#CCCn1cc(/C=N/O)c(-c2ccc(Cl)cc2)n1 | 1.4% | -23.6% | -3.5% | -2.9% | 1.7% | . | -2.6 | 9.8%
CCCNC(=O)CS(=O)Cc1nc(-c2cccc(OC)c2)oc1C (stereo not given) | -7.1% | -27.3% | -0.7% | -0.6% | -1.1% | 1.7 | -1.1 | -1.8%
CCCCN(CC)C(=O)Cn1nc(Cc2ccncc2)c2ccccc2c1=O | -5.2% | 3.4% | 4.5% | 0.9% | 1.2% | 0.6 | -2.4 | -2.6%
Cc1cc(=O)n2nc(N3CCC(C(=O)NCc4cccc(Cl)c4)CC3)sc2n1 | -13.5% | -7.2% | -3.3% | -4.4% | -3.4% | -3.9 | -0.1 | -9.3%
O=C(O)c1cccc(S(=O)(=O)Nc2cccc(S(=O)(=O)N3CCCCCC3)c2)c1 | -0.5% | -21.6% | -12.2% | 0.5%[11.6 µM] | 0.7% | -1.6 | 0.8 | -3.1%
CCN(c1ccccc1)S(=O)(=O)c1ccc(C(=O)N2CCCC(C(F)(F)F)C2)cc1 (stereo not given) | 1.2% | -7.6% | -13.5% | 4.3% | -0.9% | 5.2 | -3.0 | 0.1%
CCN(CC)S(=O)(=O)c1ccc(N2CCOCC2)c(NS(=O)(=O)c2ccc(OC)cc2)c1 | -3.9% | ? | -0.1% | 4.7% | 0.4% | -2.2 | -1.0 | -12.7%

Next results
Structure | EPAC1 antagonist | PLK1 PBD block | EPAC2 antag | WRN helicase inh | Mm-Cpn inhibitor | PI5P4Ka inh | CCT modulator | EPAC1 agonist
Cc1nn(Cc2c(F)cccc2Cl)c(C)c1[N+](=O)[O-] | -15.2% | ? | -12.8% | -5.4% | 0.2% | 1.2 | -1.0 | -9.0%
Cc1cc(CN(C)C(=O)c2ccc(OC3CCN(CCc4ccccc4)CC3)cc2)on1 | -17.8% | -4.5% | 0.6% | 4.6% | -1.3% | -1.0 | -2.7 | 1.9%
CCOCCc1nn2c(=O)cc(CSCC(=O)Nc3cc(C)cc(C)c3)nc2s1 | 0.5% | -8.8% | -2.5% | -3.3% | -0.8% | 1.2 | -1.8 | 6.7%
Cc1ccccc1CSCC(=O)Nc1ccccc1-c1ccccc1 | -1.1% | -11.1% | 16.2% | -16.5% | -11.8% | 11.7 | -1.5 | 8.2%
c1ccc(Cn2nnc3c(N4CCC5(CC4)OCCO5)ncnc32)cc1 | -4.3% | -0.6% | 1.6% | -10.7% | -1.7% | 1.9 | 0.6 | 5.0%
COc1cccc(Nc2c(F)c(F)c(F)c(F)c2C(=O)O)c1 | 0.8% | -6.6% | 20.9% | -6.8% | 0.5% | -5.6 | 2.5 | -4.1%
O=C(NC1CCCCC1)C(c1ccc(F)cc1)N(CCN1CCOCC1)C(=O)c1ccc(-c2ccccc2)[nH]1 (stereo not given) | 9.9% | -6.6% | -2.8% | 11.2% | -6.3% | 3.8 | 0.4 | -4.2%
CCOC(=O)c1nn(-c2ccccc2C)c2nc(-c3ccc(C)cc3)c(C#N)c(=O)n12 | 1.6% | -7.6% | -5.3% | 1.2% | . | 0.1 | -1.8 | -7.3%
N#CC1=C(N)N(c2ccc(Br)cc2)C2=C(C(=O)CCC2)C1c1cccnc1 (stereo not given) | -7.3% | -13.6% | 13.8% | ? | -1.4% | . | 2.1 | -0.4%
CCN(CC)CCOC(=O)/C=C/c1ccccc1OC | 3.5% | -8.1% | 7.0% | -29.0% | -1.8% | 4.4 | -1.0 | -0.1%
Cc1cccc(NC(=O)Nc2ccccc2)n1 | -8.3% | 0.7% | 13.9% | -4.5% | 1.3% | -1.3 | 0.9 | -2.0%
O=C(O)c1ccccc1C(=O)c1ccc(N2CCCC2)c([N+](=O)[O-])c1 | -14.3% | -7.6% | 4.1% | 3.0%[57.1 µM] | 0.5% | 9.9 | 1.2 | 8.6%
CNCc1ccccc1OCC(=O)Nc1ccccc1OC | -10.0% | -9.1% | -9.9% | -11.6% | 0.5% | . | 0.6 | 7.1%
C[C@@H](CO)NC(=O)c1ccc2c3n(nc2c1)-c1ccccc1CO3 | -6.0% | -11.0% | 5.4% | 7.5% | -0.4% | -14.6 | -2.9 | 4.8%
Cc1n[nH]c(=S)n(NC(=O)/C=C/C(=O)Nn2c(=S)[nH]nc(C)c2=O)c1=O | ? | -22.1% | -0.3% | 17.8µM* | -3.9% | ? | -1.4 | 2.2%
CC(C)Cn1cnc2sc3c(c2c1=N)CCCC3 | 4.3% | -6.7% | 2.0% | -7.2% | -1.1% | 2.0 | -2.8 | 4.7%
